High-throughput results from PubChem BioAssay.
Thrombin inh: inhibitors of human thrombin | 220,000 compounds, 0.26% hits | P00734 | alpha-thrombin, Boc-VPR-AMC fluorogenic substrate cleavage | inhibition, % at 5 µM;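 active = inhibition at or above 40%; inactive = inhibition below 40%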;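 also: 0% = enzyme with no compound and 100% = wells without enzyme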
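Test system: human alpha-thrombin; medium: pH 7.5 Tris-saline with Tween 20; times: reaction at room temperature; signal: AMC fluorescence at 355 nm excitation and 460 nm emission; also added: Boc-VPR-AMC substrate, 15 µM final; dosing: one concentration per compound, 5 µM, with 0.2% DMSO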
zfTRPN1 agonist: zebrafish TRPN1 (NompC) channel agonism. activation, % at 3 µM. 220,000 compounds, 0.18% hits. AID 1424. HEK293 zebrafish TRPN1-YFP, Fluo-8 calcium fluorescence; 100% = response to 87 µM carbachol;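 active = activation above its plate's cutoff, the mean activation of test wells on that plate plus 3 SD, cut at about 19% in these data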;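 also: 0% = DMSO alone and 100% = 87 µM carbachol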
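Material – zebrafish TRPN1-YFP in HEK293 cells · Doses – 3 µM single point · Schedule – dye 1 h 37 °C plus 30 min RT · Signal – Fluo-8 calcium fluorescence, excitation 470-495 nm, emission 515-575 nm · Read-out – % activation versus carbachol response · Control set – carbachol high, DMSO low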
TRPML3 agonist: human mucolipin-3 channel agonism; Q8TDD5; HEK293 TRPML3-YFP, Fluo-8 calcium fluorescence; 100% = the carbachol control signal; 220,000 compounds, 0.29% hits; activation, % at 3 µM;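 active = activation above its plate's cutoff, the mean activation of the plate's test wells plus 3 SD, cut at about 12% in these data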;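 also: 0% = DMSO only wells and 100% = carbachol wells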
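Material: TRPML3-YFP stable HEK293 cells | Dosing: One concentration, 3 µM nominal, 0.3% DMSO | Timing: 125 s total fluorescence read per well | Technique: Fluo-8 calcium dye fluorescence, ex 470-495, em 515-575 nm | Measure: Percent activation from peak-to-basal fluorescence ratio, scaled between DMSO and carbachol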
Calpain2 inh: calpain II (pig) inhibition | purified calpain II, fluorogenic peptide substrate, 30 min | inhibition, % at 16 µM | 220,000 compounds, 0.37% hits | AID 1236;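 active = inhibition above about 50%, limit read from the data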
PPC-1+TRAIL kill: PPC-1 cancer cell killing with TRAIL present; PPC-1 cells + TRAIL, ATPLite viability luminescence; cell killing (% activity), % at 4 µM; 220,000 compounds, 0.41% hits;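 active = cell killing above 50% in the first pass at 4 µM, then a duplicate retest at 5 µM averaging 50% or more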;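 also: plate controls were cells with TRAIL plus DMSO for no effect and medium-only wells lacking cells for full effect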
Furin inh: blocks human furin protease activity; P09958; purified furin, fluorogenic substrate cleavage; inhibition, % at 30 µM; 220,000 compounds, 0.061% hits; AID 463115; in the data active = inhibition above about 25%; also: inactives centre near -15
Tb hexokinase: blocks Trypanosoma brucei hexokinase 1 activity. 220,000 compounds, 0.11% hits. inhibition, % at 10 µM. recombinant TbHK1, G6PDH-coupled NADH A340;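 active = inhibition of 50% or more in the single-dose primary screen; inactive = inhibition below 50%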
Cl transport mod: modulates chloride dependent transport by human KCC2; AID 1456; B-score of Tl+ flux slope (higher = more flux/activation; lower = inhibition) at 10 µM; KCC2 cells, thallium flux FluoZin-2 fluorescence; 190,000 compounds, 2.2% hits;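 active = thallium flux slope and its plate-corrected score both differing from the plate sample mean at a set confidence after two filtering rounds, in either direction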;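 also: slope of fluorescence scaled to starting intensity during 10 to 20 s after thallium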
Target sequence (Q9H2X9 whole entry, looked up): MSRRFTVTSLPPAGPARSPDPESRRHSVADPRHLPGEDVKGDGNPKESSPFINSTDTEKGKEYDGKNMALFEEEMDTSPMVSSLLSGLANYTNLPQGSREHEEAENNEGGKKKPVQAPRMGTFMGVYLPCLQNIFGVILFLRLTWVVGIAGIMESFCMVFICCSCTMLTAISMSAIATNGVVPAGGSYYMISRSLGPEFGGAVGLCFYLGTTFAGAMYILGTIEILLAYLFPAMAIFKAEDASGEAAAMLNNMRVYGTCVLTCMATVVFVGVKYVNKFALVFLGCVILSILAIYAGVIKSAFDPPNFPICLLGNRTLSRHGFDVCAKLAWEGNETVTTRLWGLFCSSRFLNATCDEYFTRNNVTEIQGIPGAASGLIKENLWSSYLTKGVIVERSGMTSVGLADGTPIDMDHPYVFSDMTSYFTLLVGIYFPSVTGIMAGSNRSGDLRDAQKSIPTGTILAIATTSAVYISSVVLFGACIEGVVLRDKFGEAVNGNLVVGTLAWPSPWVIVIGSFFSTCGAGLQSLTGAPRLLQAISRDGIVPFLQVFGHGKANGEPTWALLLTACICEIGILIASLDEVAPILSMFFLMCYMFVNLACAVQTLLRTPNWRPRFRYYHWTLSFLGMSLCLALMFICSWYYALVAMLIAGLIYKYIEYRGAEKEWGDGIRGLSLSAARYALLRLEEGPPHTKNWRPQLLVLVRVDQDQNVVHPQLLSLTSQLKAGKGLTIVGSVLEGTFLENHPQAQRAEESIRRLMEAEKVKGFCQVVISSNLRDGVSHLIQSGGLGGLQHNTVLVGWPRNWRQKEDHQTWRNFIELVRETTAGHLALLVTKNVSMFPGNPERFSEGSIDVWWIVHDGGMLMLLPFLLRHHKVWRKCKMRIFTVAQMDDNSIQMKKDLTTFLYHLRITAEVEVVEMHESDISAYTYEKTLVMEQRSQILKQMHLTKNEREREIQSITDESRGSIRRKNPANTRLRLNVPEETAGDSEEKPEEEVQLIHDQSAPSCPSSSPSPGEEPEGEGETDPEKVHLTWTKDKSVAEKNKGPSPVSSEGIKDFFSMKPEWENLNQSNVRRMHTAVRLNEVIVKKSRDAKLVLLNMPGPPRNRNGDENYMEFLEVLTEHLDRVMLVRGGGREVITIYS
EBV gp42 inh: EBV gp42 inhibition. Q1HVG2. Fluorescence polarization binding assay, mP read-out. inhibition, % (tested at 21.74 µM). 220,000 compounds, 0.42% hits. AID 1085; in the data active = inhibition above about 50%
Starred values were filed as active, the others as inactive; / = no result given; [ ] = remark or other dose.

SMILES	Thrombin inh	zfTRPN1 agonist	TRPML3 agonist	Calpain2 inh	PPC-1+TRAIL kill	Furin inh	Tb hexokinase	Cl transport mod	EBV gp42 inh
CCOc1ccc(/C=C/C(=O)Nc2ccc(OC)cc2[N+](=O)[O-])cc1	4	-0.1	-0.3	11	-6	-17	-8	0.29	7
Cc1ccccc1-c1nc(CN2CCC(C(=O)NCC3CCCO3)CC2)c(C)o1 (stereo not drawn)	-17	1.6	1.5	-28	12	-21	5	0	-3
CN(C)CCNC(=S)Nc1ccccc1C(C)(C)C	4	-0.3	1.4	-24	1	-18	-11	-0.1	3
CCOC(=O)c1ccc2c(c1)nc(COc1ccc(OC)cc1)n2CC	-5	-1.7	-0.5	-2	3	-16[20 µM]	-5	0.72	-9
O=S(=O)(c1cnc[nH]1)N1CCN(c2ccc(F)cc2)CC1	1	0.5	0.0	0	14	-13	-8	0.68	-10
COC(=O)CN1C(=S)N(c2ccc(F)cc2)C(=O)C1CC(=O)Nc1ccc(F)cc1 (stereo not drawn)	-5	4.5	1.0	9	27	-3	-6	0.88	4
CCN(CC)S(=O)(=O)c1ccc(/C(O)=C2/C(=O)C(=O)N(CCOC)C2c2ccccc2)cc1 (stereo not drawn)	-2	0.4	0.6	-24	-3	-13	-15	1.4	-11
Cc1cc(NC(=O)c2noc3c2CCCCC3)nn1Cc1ccc(Cl)cc1	3	0.5	0.8	-24	2	-16	-1	0.88	-2
CCCS(=O)(=O)c1c(S(=O)(=O)CCC)c2c(N)cccn2c1C(=O)c1ccccc1	2	1.0	1.4	-48	28	-4[20 µM]	-24	-0.86	8
CCOC(=O)c1c(C)[nH]c(C(=O)CSc2nnc(C3CC3)n2N)c1C	2	-0.2	0.0	16	13	1[20 µM]	-9	/	0
CCN(C(=O)COC(=O)c1cccc(-n2cnnn2)c1)C1CCCCC1	-14	1.7	0.4	-13	18	-14	0	0.67	5
CN(C)S(=O)(=O)c1ccc(NC(=O)c2ccccn2)cc1	0	-1.6	1.7	-14	17	-18[20 µM]	-2	1.2	-9

Seven successive records out of the list so far, quoted:
SMILES	Thrombin inh	zfTRPN1 agonist	TRPML3 agonist	Calpain2 inh	PPC-1+TRAIL kill	Furin inh	Tb hexokinase	Cl transport mod	EBV gp42 inh
CCOc1ccc(/C=C/C(=O)Nc2ccc(OC)cc2[N+](=O)[O-])cc1	4	-0.1	-0.3	11	-6	-17	-8	0.29	7
Cc1ccccc1-c1nc(CN2CCC(C(=O)NCC3CCCO3)CC2)c(C)o1 (stereo not drawn)	-17	1.6	1.5	-28	12	-21	5	0	-3
CN(C)CCNC(=S)Nc1ccccc1C(C)(C)C	4	-0.3	1.4	-24	1	-18	-11	-0.1	3
CCOC(=O)c1ccc2c(c1)nc(COc1ccc(OC)cc1)n2CC	-5	-1.7	-0.5	-2	3	-16[20 µM]	-5	0.72	-9
O=S(=O)(c1cnc[nH]1)N1CCN(c2ccc(F)cc2)CC1	1	0.5	0.0	0	14	-13	-8	0.68	-10
COC(=O)CN1C(=S)N(c2ccc(F)cc2)C(=O)C1CC(=O)Nc1ccc(F)cc1 (stereo not drawn)	-5	4.5	1.0	9	27	-3	-6	0.88	4
CCN(CC)S(=O)(=O)c1ccc(/C(O)=C2/C(=O)C(=O)N(CCOC)C2c2ccccc2)cc1 (stereo not drawn)	-2	0.4	0.6	-24	-3	-13	-15	1.4	-11

The list goes on:
SMILES	Thrombin inh	zfTRPN1 agonist	TRPML3 agonist	Calpain2 inh	PPC-1+TRAIL kill	Furin inh	Tb hexokinase	Cl transport mod	EBV gp42 inh
CC(NC(=O)C(Cc1ccccc1)NC(=O)c1ccccc1)C(=O)O (stereo not drawn)	-18	-3.5	0.7	-12	26	-17[20 µM]	-8	0.11	-17
O=C1CCC/C(=N\NC(=O)c2ccc(COc3cccc4cccnc34)cc2)C1	-1	1.5	0.9	-37	31	-20	-14	-0.0069	-2
CCc1[nH]nc2c1C(c1cccc(OC(=O)N3CCOCC3)c1)C(C#N)=C(N)O2 (stereo not drawn)	-2	-0.5	0.0	18	14	-12[20 µM]	-9	-0.11	2
CN(C)/N=C1\CCS(=O)(=O)c2sccc21	-2	-0.5	1.1	-22	6	-1	-4	0.035	7
CC(c1ccc(Br)cc1)N1CC23C=CC(O2)C(C(=O)O)C3C1=O (stereo not drawn)	-3	0.3	0.1	13	40	-10	5	-0.48	-1
CCCS(=O)(=O)Nc1c(OC)ccc2c1c(C(=O)OCC)c(C)n2C	14	0.2	-0.3	19	15	-8	1	1.7	-7
CCc1ccc(OCC(=O)NC(=S)Nc2cccc(CO)c2)c(Br)c1	-7	-0.2	0.5	15	22	-20[20 µM]	-7	0.84	-11
CC1CCCC(CC(=O)O)(CC(=O)O)C1 (stereo not drawn)	-3	0.1	0.9	10	10	-26	5	1.4	-5
CC1CC(=O)Nc2ccc([N+](=O)[O-])cc2N1C (stereo not drawn)	-4	-0.3	0.5	-4	-10	4	-15	0.55	9
O=C(CNC(=O)c1ccco1)NCC(=O)OC(C(=O)c1ccccc1)c1ccc(Cl)cc1 (stereo not drawn)	-3	0.3	0.4	-2	3	-23[20 µM]	-1	0.9	-12
O=C(COc1ccc2c(c1)OCO2)NC12CC3CC(CC(C3)C1)C2	-7	-0.6	-0.8	6	30	-8[20 µM]	1	-1.3	-21
Cc1cccc(Cc2nnc(CCC(=O)N(CC3CC3)CC3CCCO3)o2)c1 (stereo not drawn)	-17	-0.5	0.8	2	4	-18	2	0.31	-24
O=C1C2CCCN2C(c2ccccc2)N1c1nccs1 (stereo not drawn)	2	-0.8	0.6	25	31	-23	-4	/	-11
Cc1ccc(-n2nc(C)cc2NC(=O)c2ccc(C)s2)cc1	2	-1.6	0.1	27	19	-21[20 µM]	-8	0.48	-22
COC(=O)/C=c1/s/c(=C(\C#N)C(=O)NCc2ccco2)n(-c2ccc(C)cc2)c1=O	2	0.2	0.2	-44	5	-15	-24	/	-57
CCc1nnc(NC(=O)CSc2nccn2-c2cc(C)cc(C)c2)s1	-5	-0.2	-1.1	-3	-1	-16	-3	0.28	-14
COc1ccc(CCNc2oc(COc3ccccc3)nc2C#N)cc1	-4	-0.9	-0.9	33	6	-2	7	/	-3
C=C(C)c1cccc(C(C)(C)NC(=O)NCC2CCCO2)c1 (stereo not drawn)	3	0.8	0.3	6	24	-17	-9	/	-14
CCOC(=O)CSc1nnc(-c2cccc(Br)c2)o1	4	-1.5	-1.5	-11	9	-13	4	/	-25
CN1C(=O)COc2ccc(C(=O)c3oc4ccccc4c3-c3cnc4c(c3)COc3ccccc3-4)cc21	5	0.5	0.2	-98	12	2[20 µM]	-6	-0.7	-3
CC(OC(=O)c1cc2sccc2n1C)C(=O)NCc1ccco1 (stereo not drawn)	-5	-0.4	-0.6	-15	0	-16	1	-2.5	-8
CC(Oc1cccc2c1OC(C)(C)C2)C(=O)O (stereo not drawn)	-4	1.5	1.0	-20	-4	-23[20 µM]	5	1	-8
O=C1CCCc2c1[nH]c1ccc(Cl)cc21	-1	-1.3	0.7	-116	-6	-4[20 µM]	-3	-0.15	-14
CCOC(=O)N1CCC(NC(=O)c2cc3c(-c4ccc(OC)c(OC)c4)nn(C)c3s2)CC1	-6	5.5	0.8	-40	18	0	-5	-2.3	-4
Cc1nn(Cc2ccccc2)c(Cl)c1C(=O)NCCc1ccc(Cl)cc1	5	-0.8	-0.4	16	11	-10	33	0.062	-13
O=C(NNC(=O)c1cc2cc(Br)ccc2oc1=O)c1ccc(O)cc1O	1	-1.5	0.7	-29	4	-16	-2	0.099	30
COc1ccc(S(=O)(=O)N2CCC(C(=O)NCCC3=CCCCC3)CC2)cc1OC	-2	-0.3	0.0	13	5	-32	-1	/	-14
COCc1c(C(=O)OCC(=O)N2c3ccccc3NC(=O)C2(C)C)oc2ccccc12	-3	-0.4	0.3	7	6	-5	5	-1.2	-8
O=Cc1ccc(-c2ccc([N+](=O)[O-])cc2Cl)o1	-3	-0.8	0.4	46	-2	1	-27	0.0044	6
Cc1ccc(C)c(C(=O)COC(=O)c2cccc(N3C(=O)c4c(C)nc5ccccc5c4C3=O)c2)c1	-2	-0.5	0.0	-33	65*	-23	-12	0.24	-32
CCc1ccc(Oc2cc(C)nc(N)n2)cc1	-1	-1.8	0.9	0	26	-11[20 µM]	-9	0.51	-24
O=C(Cc1c(O)c2ccccc2[nH]c1=O)NCc1ccc(F)cc1	-1	1.8	0.1	-20	-5	-16[20 µM]	8	0.04	-7
Cc1oc(-c2ccc(Cl)cc2)nc1CN1CCCC(C(=O)NCc2cccnc2)C1 (stereo not drawn)	-4	3.6	2.4	-9	19	-32	-1	-1.4	-18
Cc1ccc(-c2nnc(SC(C)C#N)n2N)cc1 (stereo not drawn)	-10	0.1	0.7	-16	0	-19	0	/	0
CC1(C)Cc2ccccc2-c2n[nH]c(=S)n21	-4	0.4	0.2	-12	-1	-15	25	/	-3
O=C(c1ncc[nH]1)c1ccccc1C(=O)N1CCOCC1	0	-0.4	-0.1	10	6[5 µM]	-22[20 µM]	-5	-0.13	-9
O=C(CSc1nc(-c2cccs2)cc(C(F)(F)F)n1)Nc1cc(OCC(F)(F)F)cc([N+](=O)[O-])c1	-4	1.2	1.0	15	5	0	-3	-0.86	8
NS(=O)(=O)c1ccc2nc(NC(=O)C3CCCO3)sc2c1 (stereo not drawn)	-4	-0.5	0.9	-35	7	-6	28	0.41	1
COC(=O)CSc1nc2ccc(NC(C)=O)cc2s1	-2	0.1	0.4	-7	-6	-27	-4	-0.031	-26
O=C(NC1CC2CCCC(C1)N2C(=O)NC1CCCCC1)c1ccc(F)cc1 (stereo not drawn)	-8	-0.8	-0.1	19	2	-2	65*	-2.5	-7
Fc1ccc(C(c2nnnn2Cc2ccco2)N2CCN(C3CCCCC3)CC2)cc1 (stereo not drawn)	-6	-1.9	-0.7	20	10	-25[20 µM]	4	-0.88	-6
O=C(Nc1ccc(OCC(F)(F)C(F)F)c(C(F)(F)F)c1)c1ccc(Cl)cc1	/	7.2	2.2	/	/	-10[20 µM]	8	/	/
COC(=O)c1c(C(=O)OC)c(-c2cccc(Cl)c2)n2c1CS(=O)C2 (stereo not drawn)	-11	0.4	0.1	-3	-5	-26	-2	0.11	-12
Cc1ccc(C)c(C(=O)CC2(O)C(=O)Nc3ccccc32)c1 (stereo not drawn)	-3	0.8	0.5	-34	11	12[20 µM]	-2	/	-7
Cc1nn(CC2CC2)c(=O)n1-c1ccccc1	-3	1.0	1.5	17	-4	-12	-2	0.19	-7
COc1cccc(-c2noc(C3CCCN(C(=O)CC(C)(C)C)C3)n2)c1 (stereo not drawn)	2	1.3	-0.2	41	-4	-8	7	-1.4	7
CCCCc1nc2sc3c(c2c(=O)n1NC(=O)c1ccco1)CC(C)(C)OC3	-9	1.7	0.4	13	8	-11	-7	2.8	-1
Cc1c(Nc2cc(N3CCCC(C)C3)c3nonc3c2[N+](=O)[O-])c(=O)n(-c2ccccc2)n1C (stereo not drawn)	0	0.6	0.4	-7	6	-4[20 µM]	-11	-0.51	-11
O=C(CC12CC3CC(C1)CC(CC(=O)N1CCCC1)(C3)C2)N1CCCC1	3	-0.7	1.4	21	21	-24	1	0.39	-7
Cc1nn(C(=O)c2cccnc2)c(C)c1C	-7	0.3	0.7	8	-21	-20	-4	-0.78	-12
C/C(CC(=O)Nc1ccc(Cl)cc1Cl)=N\NC(=O)C(=O)NCCO	-5	0.7	-0.1	14	18	-7	6	-0.047	1
